# Bioassay records as filed in PubChem.
# H9c2 TAG inh: inhibitors of triacylglycerol accumulation | H9c2 cells, Nile Red lipid (TAG) fluorescence; cells loaded with 200 µM oleic acid | inhibition, % at 12.5 µM | actives 0.66% (n = 230,000) | AID 651582;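 active = pattern-corrected inhibition of lipid staining of at least 50% with the nuclear-stain viability signal not falling by more than 50%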;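 note: 0% = DMSO wells and 100% = triacsin C control wells; some results filed as inactive read as strong as hits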
# H9c2 TAG inh DAPI viability: recorded beside H9c2 TAG inh, whose call it bears; DAPI nuclei signal change (viability), lower = more cytotoxic, %;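 whole-well DAPI fluorescence read on a plate reader as a viability signal; minus 50 percent equals half of cells still viable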
# Starred values were filed as active, the others as inactive; i = inactive. A portion of the library. The share of hits here may be higher or lower than overall.
canonical_smiles | H9c2 TAG inh | H9c2 TAG inh DAPI viability
Cc1ccc(Nc2c([N+](=O)[O-])c(=O)oc3ccccc23)cc1 | 1 | -5
CCCCC1=CC2=C(c3ccco3)C(=O)C(C)(OC(=O)c3ccc(OC)cc3)C(=O)C2=CN1CCOC (stereo not drawn) | -3 | 2
COc1ccc(-c2cc(C(F)(F)F)nc(-n3cc(Br)cn3)n2)cc1 | 9 | 26
CC1CCN(CCCOc2ccc(OCc3ccccc3)cc2)CC1 | 14 | 14
O=S(=O)(Nc1ccc(-c2nc3cccnc3s2)cc1)c1ccccc1F | 0 | 54
CCOc1ccccc1NC(=O)C(OC(=O)c1cnc(C)cn1)c1ccccc1 (stereo not drawn) | 1 | -4
COc1ccccc1NC(=O)Nc1nc(CC(=O)NCc2cccnc2)cs1 | 9 | -2
CCOc1cc(N2C(=O)CC3CS(=O)(=O)CC32)c(OCC)cc1NC(=O)c1ccccc1 (stereo not drawn) | 4 | -7
NC1=NC(=O)C2(COC(c3cccc([N+](=O)[O-])c3)OC2)S1 (stereo not drawn) | 8 | -4
CCCn1c(SCC(=O)Nc2cc(C)on2)n[nH]c1=O | -1 | -9
COC(=O)c1nc(N)sc1-c1ccc(OC)cc1 | -12 | -10
CCCCCCCCCC1NC(C(=O)O)Cc2c1[nH]c1ccccc21 (stereo not drawn) | -1 | -4
CCOC(=O)c1c(NC(=S)NCCc2ccccc2)sc2c1CC(C(C)C)OC2 (stereo not drawn) | -12 | -5
CCN1CCN(CC(O)COc2ccc(Cl)cc2)CC1 (stereo not drawn) | 6 | -3
Clc1ccc(-c2nc(Cc3ccccc3Cl)no2)cc1 | 1 | -3
CC(=O)c1ccc(NC(=O)CSc2nnc(Cc3cccn3C)n2-c2ccc(F)cc2)cc1 | 6 | -7

# Some of the entries so far, with values under each structure:
# Values run as follows: H9c2 TAG inh | H9c2 TAG inh DAPI viability
CCCCC1=CC2=C(c3ccco3)C(=O)C(C)(OC(=O)c3ccc(OC)cc3)C(=O)C2=CN1CCOC (stereo not drawn)
 : -3 | 2
COc1ccc(-c2cc(C(F)(F)F)nc(-n3cc(Br)cn3)n2)cc1
 : 9 | 26

# Further compounds:
canonical_smiles | H9c2 TAG inh | H9c2 TAG inh DAPI viability
CC(C)(Sc1cc(C(C)(C)C)c(O)c(C(C)(C)C)c1)Sc1cc(C(C)(C)C)c(O)c(C(C)(C)C)c1 | 24 | -6
C(=N\n1cnnc1)/c1ccccc1OCCOc1ccccc1 | 11 | -10
O=C(CCNC(=O)Cn1ccc2ccccc2c1=O)NCC1CCCC1c1ccccc1 (stereo not drawn) | -10 | 23
Cc1onc(-c2ccccc2Cl)c1C(=O)OCC(=O)N1CCN(c2ccccc2)CC1 | -2 | -4
Cc1ccc(S(=O)(=O)NCCC(=O)OCC(=O)NC(=O)c2cccn2C)cc1 | -10 | 5
Cc1ccc(NC(=O)COC(=O)c2c(-c3ccccc3)noc2C)c(C)c1 | -7 | 5
Cc1ncoc1C(=O)N1CCCC(C(=O)c2cccc3ccccc23)C1 (stereo not drawn) | -24 | 11
O=S(=O)(NC(=S)NC1CCCCC1)c1ccc(Br)cc1 | -5 | -2
COc1ccc(C(=O)COC(=O)CCN2C(=O)C3CC=CCC3C2=O)c(OC)c1 (stereo not drawn) | -7 | 3
NC(c1csc(NC(=O)Nc2cccc(Cl)c2)n1)c1ccccc1Cl (stereo not drawn) | 17 | -2
CCc1ccc(CNC(=O)c2ccc(OC)c(OC3CCN(C(C)C)CC3)c2)nc1 | -4 | -5
CCOc1ccc(N2Nc3n[nH]c(N)c3N2)cc1 | 12 | -6
CC(=O)Nc1ccc(NC(=O)C2(C)Cc3c(-c4ccc5c(c4)OCO5)ccnc3O2)cc1 (stereo not drawn) | -10 | 4
OC[C@@H]1CN(Cc2ccccc2)C[C@H](n2cnc3c(NCc4ccc(F)cc4)ncnc32)O1 | 29 | -4
Cc1cc(C)n2nc(C(=O)Oc3ccc4c(c3)OCO4)nc2n1 | -9 | -2
CCC(CC)C(=O)N1N=C(c2ccc(NS(C)(=O)=O)cc2)CC1c1ccccc1 (stereo not drawn) | -18 | 15
O=C1CC(C(=O)Nc2cccc(F)c2)n2c(nc3ccccc32)N1 (stereo not drawn) | 17 | -11
CCCOC(=O)c1c(-c2ccc(OC)cc2)oc2ccc(-c3ccc(OC)nc3)cc12 | -52 | i
COCCCNC(=O)c1csc([C@@H]2O[C@H](CO)[C@H](O)[C@H](O)[C@H]2O)n1 | -16 | 3
Cn1cc(S(=O)(=O)N2CCCC2)cc1C(=O)N1CCN(c2cccc(Cl)c2)CC1 | 13 | -4
CC1(C(=O)NS(=O)(=O)c2ccccc2)CCN1C(=O)c1cccc2ccccc12 (stereo not drawn) | 1 | 2
CN(CP(=O)(O)CCc1ccccc1)S(C)(=O)=O | -14 | -3
CCC1(c2ccc(F)cc2)NC(=O)N(CC(=O)N2CCN(S(=O)(=O)c3ccc(Cl)cc3)CC2)C1=O (stereo not drawn) | 15 | -4
Cc1ccc(C(=O)NCC2CCCO2)cc1S(=O)(=O)N1CCCCC1 (stereo not drawn) | 7 | 2
Cc1nn(-c2ccccc2)c(C)c1/C=N/Nc1nc2ccccc2[nH]1 | 1 | -1
CCOC(=O)N1CCC(NC(=O)c2cc(C(=O)NC3CCN(Cc4ccccc4)CC3)ccc2CO)CC1 | 7 | -7
COCCNC(=O)CCC(=O)NNc1nc2ccccc2c2nc(-c3ccccc3)nn12 | 12 | 4
Cc1ccc(-c2ccc(S(=O)(=O)NCC3CCCO3)cc2)cc1 (stereo not drawn) | 21 | -7
O=C(NC(=S)Nc1nc2ccccc2s1)c1ccco1 | -3 | 6
CC(=O)N1CSCC1C(=O)NNS(=O)(=O)c1ccccc1 (stereo not drawn) | -5 | 3
COc1ccc(S(=O)(=O)NCCSc2ccccc2)cc1OC | 3 | 5
C(=N\n1cncn1)/c1ccc(N2CCOCC2)cc1 | 10 | -8

# In the list so far, these have an aryl thioether with sulfur outside any ring:
canonical_smiles | H9c2 TAG inh | H9c2 TAG inh DAPI viability
CCCn1c(SCC(=O)Nc2cc(C)on2)n[nH]c1=O | -1 | -9
CC(=O)c1ccc(NC(=O)CSc2nnc(Cc3cccn3C)n2-c2ccc(F)cc2)cc1 | 6 | -7
CC(C)(Sc1cc(C(C)(C)C)c(O)c(C(C)(C)C)c1)Sc1cc(C(C)(C)C)c(O)c(C(C)(C)C)c1 | 24 | -6
COc1ccc(S(=O)(=O)NCCSc2ccccc2)cc1OC | 3 | 5

# Of the compounds above, these have a nitro group on carbon.
canonical_smiles | H9c2 TAG inh | H9c2 TAG inh DAPI viability
Cc1ccc(Nc2c([N+](=O)[O-])c(=O)oc3ccccc23)cc1 | 1 | -5
NC1=NC(=O)C2(COC(c3cccc([N+](=O)[O-])c3)OC2)S1 (stereo not drawn) | 8 | -4

# Additional results
canonical_smiles | H9c2 TAG inh | H9c2 TAG inh DAPI viability
COC(=O)c1nc(N)sc1C(C)C | 13 | -9
O=C1c2ccccc2C(=O)N1CCOc1cccc(Br)c1 | 29 | -5
O=C(NCCCN1CCOCC1)c1c(F)c(F)c(F)c(F)c1F | 2 | 1
CCOC(=O)Nc1c(O)ccc2oc(C)c(-c3ccccc3)c12 | 1 | 5
CCOC(=O)N1CCN(C(=O)c2noc(C(C)C)c2[N+](=O)[O-])CC1 | 15 | -9
Cc1ccc(C)c(CN2C(=O)C3CCCN3c3ccc(C#N)cc32)c1 (stereo not drawn) | 35 | -3
Cc1ccccc1Sc1ccc(N)cn1 | 5 | -16
CSc1nnc(C(C)c2ncc(C(F)(F)F)cc2Cl)n1C (stereo not drawn) | -2 | 0
CCOC(=O)C1(Cc2ccc(OC)cc2)CCN(S(C)(=O)=O)CC1 | -19 | -3
COc1ccc(-c2cccc3c2C2CC3CCN2C(=O)OCc2ccccc2)cc1 (stereo not drawn) | -7 | 3
CSc1nnc(-c2cccc(C)c2)n1N | 12 | -8
COc1ccc(C2=CC(=O)C[C@H](c3ccc4c(c3)OCO4)C2)cn1 | 22 | -1
O=C(NC1CCCCC1)C(c1ccccn1)N(C(=O)Cc1cccs1)c1ccc(Cl)cc1 (stereo not drawn) | -15 | 14
COc1nc(-c2ccc(Cl)cc2)nnc1C | -11 | 4
Cc1c(Cl)cccc1N=C1SCCN1C(=O)CN1C(=O)NC2(CCCC2)C1=O | -16 | -4
O=C(NCCC1CCCCN1S(=O)(=O)c1ccccc1)C(=O)NCCN1CCOCC1 (stereo not drawn) | 3 | 5
Cc1cc(NC(=O)CSc2nc(-c3ccccc3)nc3c2c(=O)n(C)c(=O)n3C)no1 | 0 | -1
COCCCN(C(=O)Nc1ccccc1)C(C)c1ccncc1 (stereo not drawn) | 1 | 6
COc1ccc(-c2cc3nc(C)cc(N4CCN(C(=O)c5ccco5)CC4)n3n2)cc1 | 32 | -11
Fc1ccc(C(c2nnnn2Cc2ccco2)N2CCN(C3CCCCC3)CC2)cc1 (stereo not drawn) | 21 | 1
CCOc1cc(/C=N/NC(=O)C(O)(c2ccccc2)c2ccccc2)ccc1OC(=O)c1ccco1 | -10 | 13
O=C1NC(=O)C2C1C(c1ccc([N+](=O)[O-])cc1)=NN2Cc1ccccc1 (stereo not drawn) | 11 | -12
COc1ccc(-c2ccc(C(=O)O)c(=O)[nH]2)cc1 | -3 | 0
O=C(CSc1nc2ncccc2[nH]1)Nc1ccc2c(c1)OCCO2 | -3 | -3
Cc1nc(N2CCN(c3ccccc3F)CC2)[nH]c(=O)c1C | -13 | 0
COCc1c(C(=O)OCC(=O)N2CCCC2=O)oc2ccccc12 | 1 | 1
Cc1ccc(Cl)c(OC(=O)C2CSC3(C)CCC(=O)N23)c1 (stereo not drawn) | 10 | -11
CCn1c2c(c(=N)c3ccccc31)CCC2 | -15 | -10
COc1cccc(CNC(=O)C(Cc2ccccc2)n2cccc2)c1 (stereo not drawn) | 14 | -13
CCCCC1=CC2=CC(=O)C(C)(OC(=O)CC)C(=O)C2=CN1Cc1ccc2c(c1)OCO2 (stereo not drawn) | 11 | -5
Cc1nccc(-c2cc(-c3ccc(Cl)cc3Cl)no2)n1 | -14 | 5
C[C@@H]1CCCCO[C@H](CN(C)C(=O)Nc2ccc(C(F)(F)F)cc2)[C@@H](C)CN([C@H](C)CO)C(=O)c2cc(NC(=O)c3ccncc3)ccc2O1 | 1 | 0
CCCCN(CCCC)c1nc2ccccc2nc1NS(=O)(=O)c1ccc(NC(C)=O)cc1 | -7 | 4
CC12CCC(C(=O)NCc3ccccn3)(OC1=O)C2(C)C (stereo not drawn) | 1 | -18
COC(=O)C1(CC2CC(c3ccc(Cl)cc3)=NO2)CCN(C(=O)OC(C)(C)C)CC1 (stereo not drawn) | -15 | 1
c1ccc(-c2cc3c(NCC4COc5ccccc5O4)ncnc3s2)cc1 (stereo not drawn) | -5 | 2
COc1ccc(Cl)cc1NC(=O)CSc1nc(N2CCOCC2)nc(N2CCOCC2)n1 | 17 | -6
COc1ccc(CC(=O)N[C@@H]2c3cc(OC)c(OC)cc3C[C@H]2O)cc1 | 2 | 7
O=C(COC(=O)C12CC3CC(CC(C3)C1)C2)NCCCc1ccccc1 | -5 | -2
COc1ccc(/C=C2\CCCC3C2=NN(C(=O)c2ccco2)C3c2ccc(OC)c(OC)c2)cc1OC (stereo not drawn) | 12 | -4
O=C(c1ccc(=O)[nH]n1)N1CCN(S(=O)(=O)c2ccc3ccccc3c2)CC1 | -4 | -8
COc1ccc(/C=N/Nc2ncc(C(F)(F)F)cc2Cl)cc1OC | 4 | 6
CCCCN(C(=O)C(C)Oc1ccc(Br)cc1)c1c(N)n(CC(C)C)c(=O)[nH]c1=O (stereo not drawn) | 35 | -21
Cn1cnnc1SCC(=O)N/N=C/c1ccc(OCC(N)=O)cc1 | 6 | -14
CN(C(=O)COC(=O)CCCN1C(=O)c2cccc3cccc(c23)C1=O)C1CCS(=O)(=O)C1 (stereo not drawn) | -1 | -2
Cc1ccc(NS(=O)(=O)c2ccc(Cl)nc2)c(C)c1 | 5 | -1
Cc1cc(C(=O)N2CCN(Cc3ccccc3)CC2)ccc1[N+](=O)[O-] | 7 | -16
CN(C)C(=O)C(=O)c1cccn1-c1ccccc1C#N | 5 | -6
O=C(NCCCN1CCC(Cc2ccccc2)CC1)c1ccc2nc(N3CCOCC3)sc2c1 | 15 | 3
COc1ccc(N2CCN(C(=O)Cn3nnc(-c4ccccc4N)n3)CC2)cc1 | -17 | 1
COC(=O)[C@@H]1C[C@@]2(O)[C@@H](O)[C@@H](O)[C@@H](O)C[C@H]2N1CC(c1ccccc1)c1ccccc1 | -8 | -7
CCOc1ncccc1C(=O)Nc1ccc(C(=O)Nc2ccc(OC)cc2)cc1 | 9 | 4
COc1cc(/C=N/NC(=O)Cc2ccccc2)ccc1Oc1ccc([N+](=O)[O-])cc1[N+](=O)[O-] | -13 | 5
CCOc1ccc(C(=S)N2CCCC2)cc1OCC | -9 | 2
CC(=O)c1c(C)[nH]c(C(=O)NNC(=O)c2ccc(Br)cc2)c1C | 6 | 0
CCOc1ccc(NC(=O)N2CCC(n3nnc4cc(C)ccc43)CC2)cc1 | 24 | -10

# More entries follow:
canonical_smiles | H9c2 TAG inh | H9c2 TAG inh DAPI viability
Cn1c(O)c(C=Nc2ccc(Br)cc2)sc1=O | -8 | -7
COc1ccc(S(=O)(=O)N2CCCCC2)cc1NC(=O)CN(Cc1ccco1)Cc1ccco1 | -8 | 3
CC(C)C12CN3CC(C(C)C)(CN(C1)C3c1ccco1)C2=O (stereo not drawn) | 1 | 0
C=CCNC(=S)N1N=C(c2ccco2)CC1c1ccco1 (stereo not drawn) | 7 | 4
CCN(CC)c1ccc(S(=O)(=O)N2CCCCC2)cc1NC(=O)CN1C(=O)NC2(CCCC2)C1=O | 5 | -12
Oc1ccc(C[C@@H]2CNCCN2CC2CCCCC2)cc1 | 12 | -6
Cn1c(-c2sc3cc(C(F)(F)F)cnc3c2-c2cccs2)n[nH]c1=S | -2 | 12
COC(=O)C1=C(C)NC(=O)NC1c1ccc(-c2ccc(F)cc2)o1 (stereo not drawn) | 6 | -9
CC(C)Cn1c(SCC(=O)N(C)C2CCS(=O)(=O)C2)nc2cc(Cl)ccc2c1=O (stereo not drawn) | 11 | 4
